RGS4 inh – inhibitors of human regulator of G protein signaling 4. P49798. Transcreener GDP fluorescence polarization, RGS4-accelerated GTP hydrolysis. Potency, µM (doses to about 114 µM), for the others: at the highest dose activity change, negative = inhibition, actives largely listed as inhibitors. 390,000 tested, 0.039% active; also: potency is read from the fitted curve at half-maximal effect; % is scaled to controls: 0 for no effect and ±100 for the full control effect; nearly all actives have a fitted effect of over 75% in size; some results filed as inactive show a strong effect at the top dose
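MLSMR compounds (23 nl, pin-transferred) preincubated 10 min at room temperature with a 500nM (2x) first reagent, then RGS4 at 900nM (2x) plus Transcreener GDP mix added; fluorescence polarization (620/688 nm) read before and after 90 min at 30 °C.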
Pol kappa inh – inhibitors of human DNA polymerase kappa; Q9UBT6; purified Pol kappa, fluorescent DNA synthesis assay, 10 min; Potency, µM (highest dose often 107 µM), for the others: at the top dose activity, negative = inhibition, usual class: inhibitors; 400,000 tested, 0.53% active; AID 588579; also: potency is read from the fitted curve at half-maximal effect; % is scaled to controls: 0 for no effect and ±100 for the full control effect
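10 nM Pol kappa preincubated 15 min at room temperature with compounds, then reaction started with substrate at 50 nM final. Fluorescence read kinetically at 0 and 10 min; buffer-only wells served as negative control.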
Apoferritin bind – candidate novel general anesthetic via apoferritin binding | 350,000 tested, 0.074% active | Potency, µM (titrated, usually from 77.5 µM), for inactives: at the top dose activity change, negative = displacement, actives largely listed as inhibitors | P02791 | apoferritin/1-aminoanthracene competitive binding, fluorescence | AID 485281; also: potency is read from the fitted curve at half-maximal effect; % is scaled to controls: 0 for no effect and ±100 for the full control effect; nearly all actives have a fitted effect of over 20% in size
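In PBS, apoferritin at 10 uM is loaded with 1-AMA from a 50% saturated solution. After 10 min of compound exposure at ambient temperature, reduced 535 nm fluorescence indicates probe displacement.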
ERG Ets-DNA blk – ERG Ets/DNA interaction inhibition; P11308; fluorescence polarization, His-ERG Ets domain / labelled DNA; Potency, µM (titrated, usually from 76.9 µM), for the others: at the top dose FP activity, negative = inhibition, hits mostly inhibitors; 370,000 tested, 0.028% active; AID 624246; active = well fitted inhibition curve with a large enough effect in the polarisation, with a control signal flat; inconclusive = small, poorly fitted or top-dose-only effect, or effect the other way, or a change in a side signal; inactive = no such curve, though single readings can be large or run the other way; the % refers to the polarisation;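 also: polarization taken with two DNA probes labelled with fluorescein and Texas red; potency is read from the fitted curve at half-maximal effect; % of control where 0% means no effect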
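His-tagged ERG Ets domain (1 uM in the protein solution; 300mM KCl, 50mM Tris-HCl, 1mM EDTA, 1mM DTT, pH 7.5) received compound, then a probe mix of 5 nM fluorescein-DNA and 100nM Texas-615-DNA. Fluorescence polarization was read for both dyes.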
LDHA block – blocks human lactate dehydrogenase A | 480,000 tested, 0.15% active | activity change, % (values are at about 110 or 230 µM) | P00338 | purified LDHA, NADH/diaphorase-resazurin fluorescence; active compounds read low | AID 1347041; in the data active = activity change below about -30%; inconclusive = mostly about -25% to -30%;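 also: plate controls were DMSO wells for no effect and wells without enzyme for full effect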
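Human LDH5 at 2 nM final in Tris HCl pH 7.4 with 0.06 mM NADH and 0.2 mM pyruvate, reacted 5 minutes at room temperature. Remaining NADH coupled via diaphorase/resazurin; resorufin fluorescence read at 0 and 20 minutes, normalized to enzyme-free and DMSO wells.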
Pol beta inh – inhibitors of human DNA polymerase beta | 340,000 tested, 1.3% active | Pol beta primer extension/strand displacement, fluorescence kinetic | AID 485314 | Potency, µM (highest dose often 114 µM), without a hit: at the highest dose activity change, negative = inhibition, most hits filed as inhibitors; also: potency is read from the fitted curve at half-maximal effect; % is scaled to controls: 0 for no effect and ±100 for the full control effect
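Kinetic readout of DNA synthesis with strand displacement by Pol beta. Compound and 10 nM enzyme sit 15 min at room temperature; 50 nM substrate starts the reaction, read immediately and at 10 min.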
POLH inh – inhibitors of human DNA polymerase eta | Q9Y253 | recombinant Pol eta, fluorescent DNA replication assay | Potency, µM (doses to about 114 µM), for inactives: top-dose activity change, negative = inhibition, usual class: inhibitors | 390,000 tested, 1.2% active | AID 588591; also: potency is read from the fitted curve at half-maximal effect; % is scaled to controls: 0 for no effect and ±100 for the full control effect
Target sequence (Q9Y253 whole entry, looked up): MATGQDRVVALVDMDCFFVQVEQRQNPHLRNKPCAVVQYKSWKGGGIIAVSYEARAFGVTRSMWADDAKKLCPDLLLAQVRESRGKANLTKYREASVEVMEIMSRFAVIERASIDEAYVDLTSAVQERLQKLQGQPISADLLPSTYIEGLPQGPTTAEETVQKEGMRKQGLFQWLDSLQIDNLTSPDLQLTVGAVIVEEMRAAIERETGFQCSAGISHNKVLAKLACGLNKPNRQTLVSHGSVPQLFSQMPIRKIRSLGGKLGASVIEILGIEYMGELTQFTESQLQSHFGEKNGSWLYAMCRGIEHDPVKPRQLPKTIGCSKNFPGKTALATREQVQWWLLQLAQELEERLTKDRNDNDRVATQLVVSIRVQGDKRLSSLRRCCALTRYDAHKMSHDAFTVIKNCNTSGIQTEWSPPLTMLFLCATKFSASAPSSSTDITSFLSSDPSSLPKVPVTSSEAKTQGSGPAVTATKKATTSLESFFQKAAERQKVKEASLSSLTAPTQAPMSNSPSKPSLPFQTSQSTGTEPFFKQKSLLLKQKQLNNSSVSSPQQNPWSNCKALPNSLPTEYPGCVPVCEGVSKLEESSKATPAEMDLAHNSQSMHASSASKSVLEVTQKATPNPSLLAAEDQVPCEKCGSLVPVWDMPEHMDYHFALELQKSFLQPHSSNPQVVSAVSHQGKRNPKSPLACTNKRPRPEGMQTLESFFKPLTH
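Pol eta at 10 nM preincubated with compounds 15 min at room temperature; reaction started with fluorescent substrate (50 nM final) and read kinetically at 0 and 10 min.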
APEX1 inh – inhibitors of human APE1 endonuclease. P27695. recombinant APE1, TAMRA/BHQ-2 abasic DNA cleavage fluorescence. Potency, µM (titrated, usually from 65.8 µM), for inactives: at the highest dose activity change, negative = inhibition, most hits filed as inhibitors. 350,000 tested, 0.35% active;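 also: potency is read from the fitted curve at half-maximal effect; plate controls were vehicle for no effect and reference inhibitor for full effect; nearly all actives have a fitted effect of over 55% in size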
Target sequence (P27695 whole entry, looked up): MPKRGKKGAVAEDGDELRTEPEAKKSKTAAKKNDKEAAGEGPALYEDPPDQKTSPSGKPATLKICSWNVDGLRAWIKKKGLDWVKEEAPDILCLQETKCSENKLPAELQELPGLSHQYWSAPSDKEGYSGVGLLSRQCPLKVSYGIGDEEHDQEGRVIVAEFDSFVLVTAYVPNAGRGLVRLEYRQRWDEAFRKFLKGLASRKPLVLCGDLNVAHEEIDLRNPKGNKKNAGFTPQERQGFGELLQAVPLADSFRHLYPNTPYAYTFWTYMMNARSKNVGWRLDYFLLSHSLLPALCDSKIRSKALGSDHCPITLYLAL
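Quantitative HTS: incision of a TAMRA/BHQ-2 double-stranded substrate bearing a tetrahydrofuran abasic site by 0.75 nM APE1 raises fluorescence. Substrate 50 nM final, added after 15 min compound preincubation at room temperature; progress as third-minus-first kinetic read difference.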
12-LOX inh – ALOX12 (human) lipoxygenase inhibition; purified 12hLO, xylenol orange hydroperoxide absorbance; Potency, µM (highest dose often 108 µM), inactives show at the highest dose activity change, negative = inhibition, actives largely listed as inhibitors; 580,000 tested, 1.1% active; AID 1671190; also: potency is read from the fitted curve at half-maximal effect; % is scaled to controls: 0 for no effect and ±100 for the full control effect
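Purified human 12hLO (150 nM final) in 25 mM Hepes, 0.01% Triton X-100, pH 7.0 was preincubated 15 min at room temperature with compound. Then 40 uM arachidonic acid was added, 30 min. Hydroperoxide was read by Fe-XO absorbance ratio 573/405 nm.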
* = called active by the depositor; ? = inconclusive; . = not tested or not shown; & = joins results of further samples; [ ] = remark or other dose. Unless noted, calls follow the shape of the dose curve; as a rule, active = well fitted curve in the direction sought with a large enough effect; inconclusive = small, poorly fitted or top-dose-only effect, or another doubt; inactive = no such curve, though single readings can be large; an effect the other way counts as inactive or inconclusive. Some of the compounds tested; count on the stated rates, not on these rows.

SMILES | RGS4 inh | Pol kappa inh | Apoferritin bind | ERG Ets-DNA blk | LDHA block | Pol beta inh | POLH inh | APEX1 inh | 12-LOX inh
COc1cc(C2NC(=O)NC(C)=C2C(=O)OC2CCCCC2)cc(Br)c1O (centres undefined) | -19% | -9% | ? | -2% | 3 | 11% | -8% | -1% | ?
O=C1c2ccccc2C(=O)c2c(NCc3cccnc3)cccc21 | -10% | -12% | -14% | 5% | -1 | -2% | -1% | 1% | -1%
CCCCOc1ccc(NC(=O)CN2CCN(CC)CC2)cc1 | 1% | -6% | ? | -4% | -24 | 23% | -10% | -9% | ?
COc1cc(C(=O)NCc2nnc(SCC(=O)N3CCCC3)o2)cc(OC)c1OC | -2% | -16% | -6% | -3% | -3 | 7% | 5% | -15% | -24%
COc1ccc(NS(=O)(=O)c2ccc(N3CC(O)=C(c4ccccc4)C3=N)cc2)cc1 | 2% | -13% | 28% | 2% | -3 | 7% | 6% | -1% | -5%
Clc1ccc(OCCSc2ncccn2)c(Br)c1 | -13% | -5% | -22% | 16% | -5 | -4% | -7% | 0% | -38%
COCCNC(=O)c1cc(-c2ccc(OC)c(OC)c2)on1 | 1% | -1% | -8% | 4% | -6 | 27% | 9% | 1% | -8%
CCN1CCN(C(=O)CSc2cc(=O)n(C)c3ccccc23)CC1 | 8% | -3% | -4% | 1% | -10 | 10% | -3% | -2% | 1%
N#C/C=C1/NC(=O)c2ccccc2S1 | ? | ? | -18% | 0% | -4 | ? | -6% | -4% | 2%
CCC(Sc1ncc(S(=O)(=O)c2ccc(C)cc2)c(=O)[nH]1)C(=O)Nc1cc(C)ccc1C (centres undefined) | 38% | -4% | 55%[activator] | 8% | -8 | 25µM* | -5% | . | ?
Cc1ccc(C)c(N2CCN(C(=O)CCCn3ncn4c(cc5occc54)c3=O)CC2)c1 | -9%&-4% | -14%&-8% | -8%&34% | 6%&2% | -12&0 | -6%&6% | -9%&-18% | -4% | -1%&-20%
O=C(c1cc(C2CC2)nn1-c1ccccc1)N1CCN(S(=O)(=O)c2c(F)cccc2F)CC1 | -11% | -2% | . | 7% | -5 | . | -29% | 6% | ?
Cc1cc(Cl)ccc1OCC(=O)Nc1ccccc1CO | -16% | -7% | -1% | -3% | -1 | 8% | 3% | -1% | 5%
CC(C)c1nnc(NC(=O)CC(C)c2ccccc2)s1 (centres undefined) | 1% | 1% | -13% | 5% | 0 | -1% | -15% | 10% | 0%
COc1ccc(CN(C)S(=O)(=O)c2ccc3c(c2)OCCO3)cc1 | -30% | -10% | 66%[activator] | 15% | 2 | 16% | -26% | 24% | 7%
CC(C)n1ncc2c(C(=O)NCCc3ccc(S(N)(=O)=O)cc3)cc(C3CC3)nc21 | -10% | -8% | . | 0% | -4 | . | -4% | 1% | -23%
CCOC(=O)C1CCCN(c2oc(-c3ccc(OC)cc3)nc2C#N)C1 (centres undefined) | 13% | -1% | -15% | -10% | 3 | -8% | -3% | -8% | 0%
CCOc1ccc(S(=O)(=O)NN)cc1 | -3% | 0% | -7% | -5% | 1 | 3% | -3% | 0% | -21%
S=C(NCc1cccs1)Nc1ccccc1 | -6% | 0% | -1% | 1% | 2 | 12% | -9% | 2% | -22%
COc1cccc(CNC(=O)CCC(=O)N2CCOCC2)c1 | -1% | -10% | . | 10% | -8 | . | -15% | -7% | -2%
O=c1oc2ccccc2c(NC2CCCCC2)c1NS(=O)(=O)c1ccc(Br)cc1 | 20% | -11% | -21% | -3% | -3 | 1% | 0% | 52%[activator] | .
CC(=O)Nc1nonc1-c1nnc(SCc2cccc(Br)c2)n1C | -25% | 4% | ? | -2% | 2 | -25% | -11% | . | -15%
CC(=O)c1cccc(NC(=S)NC2CCCCC2)c1 | -17% | -5% | 5% | -2% | -8 | -9% | -19% | 0% | -2%
CCCc1cc(=O)oc2c(CN3CCCC3)c(O)ccc12 | -1% | -1% | . | -3% | -3 | 20% | -5% | -2% | 0%
CC(C)N(C(=O)[C@H]1CC(CC(=O)NCCc2ccccn2)C(=O)N2CCc3c([nH]c4ccccc34)[C@]12C)C(C)C (some centres undefined) | 15% | -17% | . | -2% | -5 | . | -5% | 7% | 4%

Following part:
SMILES | RGS4 inh | Pol kappa inh | Apoferritin bind | ERG Ets-DNA blk | LDHA block | Pol beta inh | POLH inh | APEX1 inh | 12-LOX inh
CCOC(=O)C1=C(CC)Nc2ccccc2N=C1NC(=O)Nc1ccc(Cl)c(Cl)c1 | -6% | 0% | -20% | 14% | -6 | 14% | -16% | -1% | ?
COc1ccccc1C1CC(=O)NC(C)=C1C(=O)OC1CCCCCC1 (centres undefined) | -5% | -20% | -7% | 0% | -3 | 7% | -23% | . | -19%
Cc1ccc(S(=O)(=O)N2CCC(C(=O)OCC(=O)N3CCCC(C)C3)CC2)cc1C (centres undefined) | 12% | -9% | . | 3% | -4 | . | -19% | 6% | -14%
Cc1cc(C)c(S(=O)(=O)n2ccc(-c3ccc(OCCN(C)c4ccccn4)cc3)n2)c(C)c1 | -9%[11.4 µM] | 0% | 5% | -10% | -5 | 50% | -10% | 0% | -12%
COc1cc(C(=O)NCc2ccccc2)ccc1OC(F)F | 1% | 0% | -18% | -6% | -7 | 20%[57.1 µM] | -11% | 18% | 16%
CCOc1ccc(-n2cnc3scc(-c4ccc(OC)c(OC)c4)c3c2=O)cc1 | -32% | -2% | -8% | -2% | -2 | 6% | -16% | 4% | 1%
O=C(Nc1cc(S(=O)(=O)N2CCOCC2)ccc1N1CCOCC1)c1cn2ccccc2n1 | -34% | -2% | -14% | 3% | -7 | 1% | -9% | 3% | 3%
COC(=O)c1ccc(N2CCN(C(C)=O)CC2)c(NC(=O)COc2ccccc2C)c1 | 14% | -1% | -10% | -4% | -5 | 4% | -12% | 2% | -1%
COc1ccc(NC(=O)c2ccccc2Oc2ccccc2)cc1 | 13% | -11% | -15% | -15% | -4 | -9% | -12% | 41% | 10%
O=C(Nc1ccc(CN2CCCCC2)cc1)c1ccc2c(c1)OCO2 | -22% | 6% | 0% | 2% | -1 | 16% | -8% | 16% | -5%
CC(C)n1c(O)c(N=NC(=O)CNC(=O)CCc2ccccc2)c2ccccc21 | 24% | 3% | -6% | -5% | -3 | -18% | -20% | -1% | 0%
Cc1nn2c(-c3ccc(S(=O)(=O)N4CCN(C)CC4)o3)nnc2c2ccccc12 | 21% | 9% | 21% | 1% | -1 | -20% | 8% | -6% | -16%
O=C(CN1CCCCC1)Nc1c2c(nc3ccccc13)N(c1ccccc1)CC2 | -25% | -14% | 764%[activator] | 0% | -15 | ? | -20% | 1% | ?
COCCNc1nc(CSc2ccccc2)nc2sc(C)c(C)c12 | -9% | -2% | -1% | -3% | -5 | 5%[57.1 µM] | -14% | 3% | 10%
Cc1cc(=O)c2cc(Br)ccc2n1CC(=O)NCc1ccccc1 | -17% | 0% | -4% | 4% | -5 | 16% | 17% | -1% | ?
COc1ccc(Cl)cc1C(=O)NC(=S)Nc1cc(-c2nc3ccccc3[nH]2)ccc1C | -19% | -10% | ? | 1% | -6 | 5% | ? | -8% | ?
CC(=O)c1cccc(N(CC(=O)NC2CCCCC2)C(=O)CNC(=O)c2cccs2)c1 | 3% | -11% | -12% | -2% | 0 | 5% | -2% | -8%[12.4 µM] | 14%
C=CCn1c(COc2ccccc2)nnc1SCC(=O)NCC(=O)OCC | 2% | 5% | -10% | 5% | -3 | 9% | -9% | 1% | 14%
CCOC(=O)c1ccc(NC(=O)C2CCC(CNc3c(N4CCOCC4)c(=O)c3=O)CC2)cc1 (centres undefined) | -23% | -2% | ? | 10% | -3 | 16% | -10% | 9% | -9%
Cc1cc2oc(=O)sc2cc1NS(=O)(=O)c1ccccc1 | -49% | 1% | -10% | 3% | 3 | 24% | -5% | 20%[12.4 µM] | ?
N#CC1(c2ccccc2)CCCN1C(=O)c1ccc(Br)o1 (centres undefined) | 7% | 13% | -21% | -5% | -5 | -24% | -1% | -6% | -1%
NC(=O)C1(N2CCCCC2)CCN(Cc2ccc(F)cc2)CC1 | -9% | -7% | 0% | -1% | 2 | -1% | -17% | 9% | 12%
Cc1cc(C)n2ncc(-c3cccc(Br)c3)c2n1 | -2% | -4% | 0% | -7% | 2 | 1% | -13% | 38% | 0%
CCN(CC)S(=O)(=O)c1ccc(-c2nnco2)cc1 | -15% | -5% | -4% | -13% | -5 | 3% | -14% | -5% | 3%
CCOc1ccc(-c2nc(CSCC(=O)N3CCN(c4cccc(C(F)(F)F)c4)CC3)c(C)o2)cc1 | -16% | -8%[60.1 µM] | -8% | 4% | 2 | 1% | -2% | . | -26%
CC(=O)N1CCc2c(sc(NC(=O)c3ccc(S(=O)(=O)N(C)C)cc3)c2C#N)C1 | 11% | -9% | . | 0% | -2 | . | -13% | . | 5%[57.4 µM]
CCc1ccc2occ(CC(=O)Nc3ccccc3C(F)(F)F)c2c1 | -27% | -1% | -4% | 0% | -1 | -19% | 2% | . | -25%
C#CCOC(=O)Nc1ccc(OCC(F)(F)F)nc1 | 24% | -9% | 3% | 0% | 1 | -12% | -21% | 3% | 0%

Compound activity (PubChem BioAssay)
